Source: PubChem BioAssay
Fluorescein fluor: compound fluoresces in the fluorescein spectral region. Compound autofluorescence, 480/540 nm, fluorescein-equivalent; stronger effect = higher value. max fluorescein-equivalent concentration, M. 59,000 tested, 0.91% active. AID 593; in the data active = max fluorescein-equivalent concentration above about 10 nM; inconclusive = between about 1.1 nM and that limit
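Read-out is intrinsic compound fluorescence at 480/540 nm (excitation/emission), expressed as dye-equivalent concentration using a fluorescein standard series run on every plate. Compounds sat 15 min at room temperature in 100 mM Tris, pH 8.0.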
A350 autofl: A350 region autofluorescence; max dye-equivalent concentration, M; Compound autofluorescence, 340/450 nm, Alexa 350 dye-equivalents; stronger effect = higher value; AID 590; 59,000 tested, 11% active; in the data active = max dye-equivalent concentration above about 10 nM; inconclusive = mostly about 1.1 nM to 9.6 nM
4-MU autofl: compound fluoresces in the 4-MU spectral region | compound autofluorescence, 340/450 nm, 4-MU equivalents; stronger effect = higher value | max dye-equivalent concentration, M | 59,000 tested, 11% active; in the data active = max dye-equivalent concentration above about 10 nM; inconclusive = mostly about 1.1 nM to 9.6 nM
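Compounds in 100 mM Tris, pH 8.0, incubated 15 min at room temperature, then fluorescence read at 340 nm excitation/450 nm emission. Signal converted to 4-MU dye-equivalent concentration using an on-plate six-point 4-MU standard curve.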
BRCT inh green: inhibitors of human BRCA1 BRCT-phosphoprotein interaction (green fluorophore); BRCA1 BRCT-phosphopeptide binding, green fluorescence polarization; Potency, µM (titrated, usually from 76.9 µM), for the others: at the highest dose activity change, negative = inhibition, hits mostly inhibitors; 75,000 tested, 0.05% active;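 also: potency is read from the fitted curve at half-maximal effect; plate controls were peptide without protein for full effect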
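Fluorescence polarization: His-tagged BRCT (~35 kDa BRCA1 C-terminus, 250 nM) bound to 100 nM fluorescein-labeled phosphorylated 10-aa BACH1 peptide, pH 7.3 phosphate buffer with DTT and Tween 20. Compounds incubated 12 min at room temperature; inhibition read as lowered polarization.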
Caspase-7 inhib: caspase-7 (human) inhibition, allosteric or competitive; P55210; recombinant caspase-7, Ac-DEVD-AFC fluorescence rate; Potency, µM (series often up to 57.5 µM), for inactives: top-dose activity change, negative = inhibition, hits mostly inhibitors; 75,000 tested, 0.02% active; AID 889; active = well fitted inhibition curve with a large enough effect in the main read-out, with a control signal flat, not every such curve was filed as active; inconclusive = small, poorly fitted or top-dose-only effect, or a change in a side signal; also: potency is read from the fitted curve at half-maximal effect; % of control where 0% means no effect
Ub-GFP proteasome: ubiquitin-GFP accumulation via proteasome inhibition; Ubiquitin-GFP reporter cells, proteasome inhibition, GFP fluorescence; response scale: untreated = 0%, 10 µM MG-132 = 100%; Potency, µM (highest dose often 45.9 µM), for the others: at the top dose activation (GFP accumulation), most hits filed as activators; 67,000 tested, under 10 active; AID 526; active = well fitted activation curve with a large enough effect, not every such curve was filed as active; inconclusive = small, poorly fitted or top-dose-only effect, or another doubt; inactive = no such curve, though single readings can be large or run the other way; also: potency is read from the fitted curve at half-maximal effect
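Reporter cells (U2OS, ubiquitin-G76V-GFP fusion) are plated overnight, then treated 4 hr at 37 °C with compound titrations from 46 uM down to 2.9 nM. Activity is scaled against untreated cells and 10 uM MG-132.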
GFP derepression: epigenetic modulators derepressing GFP locus in mouse cells; AID 597; Potency, µM (doses to about 46.1 µM), inactives show at the top dose GFP derepression (activation); mouse C127i GFP locus derepression, cytometry, 30 h; 68,000 tested, 0.09% active; also: % of control where 0% means no effect
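Derepression screen: silenced CMV-GFP reporter in murine C127i cells, 30 h compound incubation at 37 C, washed cells imaged by laser-scanning cytometer to enumerate GFP-expressing objects of 20 to 120 um.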
Casp1 inh: caspase-1 (human) inhibition, allosteric or competitive. Potency, µM (titrated, usually from 57.5 µM), for inactives: at the highest dose activity change, negative = inhibition, hits mostly inhibitors. P29466. 75,000 tested, 0.03% active. Caspase-1 enzyme, Ac-WEHD-AFC fluorogenic rate. AID 900;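 also: potency is read from the fitted curve at half-maximal effect; plate controls were vehicle for no effect and no substrate for full effect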
Target sequence (P29466 120-297 limits assumed): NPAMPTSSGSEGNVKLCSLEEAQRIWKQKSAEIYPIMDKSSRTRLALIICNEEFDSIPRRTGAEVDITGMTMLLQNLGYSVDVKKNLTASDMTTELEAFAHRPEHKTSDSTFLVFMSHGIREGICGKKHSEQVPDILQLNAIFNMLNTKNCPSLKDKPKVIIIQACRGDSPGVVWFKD
Target sequence (P29466 317-404 limits assumed): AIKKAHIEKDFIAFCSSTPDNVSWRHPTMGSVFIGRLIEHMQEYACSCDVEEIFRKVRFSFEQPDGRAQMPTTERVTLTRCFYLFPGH
USP2a inhib: USP2a (human) protease inhibition. USP2a enzymatic assay, qHTS inhibition. Potency, µM (top dose mostly 38.3 µM), for the others: at the top dose activity change, negative = inhibition, hits mostly inhibitors. 60,000 tested, 0.1% active. AID 927;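 also: potency is read from the fitted curve at half-maximal effect; nearly all actives have a fitted effect of over 60% in size; plate controls were DMSO for no effect and NEM full inhibition control for full effect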
Target sequence (O75604 whole entry, looked up): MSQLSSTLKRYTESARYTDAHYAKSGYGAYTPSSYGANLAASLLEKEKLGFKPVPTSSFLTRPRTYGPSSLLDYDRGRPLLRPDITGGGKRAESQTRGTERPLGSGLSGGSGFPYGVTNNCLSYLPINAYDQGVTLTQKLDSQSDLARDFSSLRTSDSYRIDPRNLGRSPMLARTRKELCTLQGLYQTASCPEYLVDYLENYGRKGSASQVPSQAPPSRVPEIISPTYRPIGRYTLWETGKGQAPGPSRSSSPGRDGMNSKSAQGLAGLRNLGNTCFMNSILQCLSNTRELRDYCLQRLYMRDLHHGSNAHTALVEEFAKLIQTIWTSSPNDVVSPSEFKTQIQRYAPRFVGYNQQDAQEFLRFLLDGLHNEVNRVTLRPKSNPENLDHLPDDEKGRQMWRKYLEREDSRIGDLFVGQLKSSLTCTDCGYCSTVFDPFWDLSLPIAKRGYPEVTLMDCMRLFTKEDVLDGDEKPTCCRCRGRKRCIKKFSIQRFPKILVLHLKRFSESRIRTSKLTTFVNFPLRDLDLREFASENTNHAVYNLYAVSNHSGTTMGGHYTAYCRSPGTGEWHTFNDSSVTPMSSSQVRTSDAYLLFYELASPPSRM
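USP2 core (20nM final) preincubated 30 min RT with compound, then Ub-PLA2 20nM and NBD C6-HPC 20uM final added; buffer 20mM Tris-HCl pH 8.0, 2mM CaCl2. Fluorescence Ex 460/Em 535 read at 0 and 2.5 h; normalized to NEM.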
BRCT inh red: inhibitors of human BRCA1 BRCT-phosphoprotein interaction (red fluorophore); P38398; BRCT-phosphopeptide binding, red fluorescence polarization; Potency, µM (doses to about 76.9 µM), for the others: top-dose activity change, negative = inhibition, actives largely listed as inhibitors; 75,000 tested, 0.03% active; also: % is scaled to controls: 0 for no effect and ±100 for the full control effect
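Fluorescence polarization: 100 nM His-tagged BRCA1 BRCT with 100 nM TAMRA-labelled phospho-BACH1 decapeptide, phosphate buffer pH 7.3 with 150 mM NaCl, DTT, 0.01% Tween 20; 12 min RT. Binding inhibition seen as FP decrease.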
HEK293 cAMP cs: raises cAMP in parental HEK293 cells, TSHR agonist counter-screen. AID 938. parental HEK293 CNG cAMP sensor, membrane potential fluorescence. Potency, µM (titrated, usually from 57.1 µM), for the others: at the highest dose activation, hits mostly activators. 73,000 tested, 2.5% active; also: potency is read from the fitted curve at half-maximal effect; % of control where 0% means no effect; nearly all actives have a fitted effect of over 55% in size
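Parental HEK 293 cells stably expressing a modified CNG channel (no TSHR) report cAMP rise as membrane depolarization. Membrane potential dye with 100 uM RO 20-1724 was loaded for 60 min at room temperature, then compound added for 30 min; fluorescence read at 590 nm.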
Starred values were filed as active, the others as inactive; i = inactive; ? = inconclusive; . = not tested or not shown; [ ] = remark or other dose. Unless noted, calls follow the shape of the dose curve; as a rule, active = well fitted curve in the direction sought with a large enough effect; inconclusive = small, poorly fitted or top-dose-only effect, or another doubt; inactive = no such curve, though single readings can be large; an effect the other way counts as inactive or inconclusive. Not all compounds are listed, so the mix of outcomes need not match the whole.

SMILES	Fluorescein fluor	A350 autofl	4-MU autofl	BRCT inh green	Caspase-7 inhib	Ub-GFP proteasome	GFP derepression	Casp1 inh	USP2a inhib	BRCT inh red	HEK293 cAMP cs
COCCn1c(=O)c(-c2cccc(F)c2)nc2cncnc21	i	?	?	-0.8%	-17.7%	-4.0%	8.1%[9.22 µM]	-14.2%	-29.6%	0.6%	12.1%
Cc1ccnc(NS(=O)(=O)c2cccs2)c1	i	i	i	1.4%	0.3%	-0.9%	6.5%	-0.8%	-1.0%	-0.2%	2.1%
CN(C)/C=N/c1sccc1C(N)=O	?	i	i	-2.4%	.	3.1%	1.0%	-7.5%	-12.0%	-0.3%	12.2%
CCCCN(c1ccccc1)c1ncnc2c1cnn2C	?	i	i	-0.8%[15.4 µM]	2.9%[11.5 µM]	4.6%[9.17 µM]	-3.4%[9.22 µM]	-1.2%[11.5 µM]	.	-0.5%[15.4 µM]	4.6%[11.4 µM]
CC(=O)Nc1c2c(nn1-c1ccc(C)cc1C)CSC2	i	i	i	-0.7%	-0.5%	2.8%	2.0%	0.0%	-1.3%	1.3%	-2.4%
Cc1ccc(C(=O)Oc2ccc3c(c2)ncn3C)cc1	i	i	i	-0.2%	-0.2%	-1.7%	0.0%	0.7%	-6.5%	-0.1%	14.4%
COCC(=O)N1CCC2(CCCN(C(c3ccccc3)c3ccccc3)C2)CC1	i	i	i	-0.4%	-3.7%	-6.6%	-2.3%[9.22 µM]	-1.6%	50.5%[activator]	-0.3%	11.8%
COc1cc(SC)ccc1C(=O)Nc1ccc2c(c1)OCCO2	.	.	.	-1.7%	1.2%	6.2%	2.5%	-2.7%	-6.5%	-0.4%	97.3%
CCC(=O)N1C(C(=O)N2CCCC2)CSC1c1ccc(OC)cc1 (stereo not drawn)	.	.	.	0.2%	-1.2%	-5.9%	-3.4%	-0.6%	.	1.1%	?
O=c1[nH]c(=O)n([C@H]2C[C@H](O)[C@@H](CO)O2)cc1Br	.	.	.	-2.6%	-1.6%	.	.	-2.3%	1.7%	1.3%	12.0%
Cc1cc(N)c2cc(NC(=O)Nc3ccc4nc(C)cc(N)c4c3)ccc2n1	i	5.12e-08M*	4.61e-08M*	9.5%[15.4 µM]	-19.6%[11.5 µM]	-1.5%[9.17 µM]	5.6%[9.22 µM]	-14.7%[11.5 µM]	.	0.4%[15.4 µM]	6.1%[11.4 µM]
COc1cccc(C2N(c3ccc(Cl)c(Cl)c3)C(=O)C3CCCN32)c1OC (stereo not drawn)	i	i	i	2.9%	-1.8%	-0.9%	-1.1%	-3.8%	14.0%	-2.7%	?
Nc1cc(-c2ccc(Br)cc2)nn1S(=O)(=O)c1ccccc1	.	.	.	-3.2%	0.1%	4.5%	0.0%	0.9%	.	0.0%	-6.4%[11.4 µM]
COc1cccc(NS(=O)(=O)c2ccc(OC)c(OC)c2)c1	i	i	i	-1.2%	0.8%	20.0%	-2.7%	-0.2%	12.8%	-0.2%	17.8%
COc1cc(NC(=O)c2ccc3c(c2)OCO3)c2ncccc2c1	?	6.49e-08M*	6.83e-08M*	-2.4%	-0.4%	8.5%	4.3%	-1.2%	11.9%	0.0%	27.1%

Individual results from the entries so far.
CCCCN(c1ccccc1)c1ncnc2c1cnn2C – Ub-GFP proteasome = 4.6%[9.17 µM]
COc1cccc(C2N(c3ccc(Cl)c(Cl)c3)C(=O)C3CCCN32)c1OC (stereo not drawn) – GFP derepression = -1.1%

The listing picks up, repeating the 2 entries before the break.
SMILES	Fluorescein fluor	A350 autofl	4-MU autofl	BRCT inh green	Caspase-7 inhib	Ub-GFP proteasome	GFP derepression	Casp1 inh	USP2a inhib	BRCT inh red	HEK293 cAMP cs
COc1cccc(NS(=O)(=O)c2ccc(OC)c(OC)c2)c1	i	i	i	-1.2%	0.8%	20.0%	-2.7%	-0.2%	12.8%	-0.2%	17.8%
COc1cc(NC(=O)c2ccc3c(c2)OCO3)c2ncccc2c1	?	6.49e-08M*	6.83e-08M*	-2.4%	-0.4%	8.5%	4.3%	-1.2%	11.9%	0.0%	27.1%
NC(=O)CSc1nnc(COc2ccccc2)n1CCc1ccccc1	i	?	i	-0.8%	-0.3%	-2.6%	2.2%	2.0%	?	-1.0%	7.9%
CC1CCN(c2nc3c(c(=O)[nH]c(=O)n3C)n2Cc2ccccc2Cl)CC1	.	.	.	1.8%	-3.3%	-9.8%	.	-3.1%	.	0.9%	?
COc1cc(C)c(C#N)c(OC)n1	i	i	i	1.1%	0.6%	3.5%	-0.3%	1.3%	-3.7%	0.3%	11.3%
CS(=O)(=O)NCc1ccc(C(=O)NCCOc2ccccc2)cc1	?	i	i	-3.9%	1.1%	-4.2%	-0.2%	-2.1%	17.6%	-0.9%	-1.2%
CCOc1ccc(NC(=O)Cn2nnc(-c3ccccc3F)n2)cc1	?	i	i	-3.7%	0.2%	-1.9%	-1.9%	1.1%	3.9%	-1.6%	11.1%
COC(=O)CSc1nc(C2CC2)nc2ccccc12	i	i	i	4.0%	1.2%	0.8%	4.5%	0.5%	.	-0.1%	?
Cc1ccc2c(c1)nnn2C1CCN(S(C)(=O)=O)CC1	i	i	i	0.2%	-0.6%	3.2%	3.0%	0.9%	6.2%	-1.7%	2.8%
N#Cc1nc(-c2ccc(OCc3ccc(Cl)cc3)cc2)oc1N1CCOCC1	i	i	i	-0.8%	-0.1%	-4.6%	0.0%	0.8%	1.6%	-0.1%	24.0%
Cc1c(C)[n+](=O)c(-c2ccc(F)cc2)c(C)n1[O-]	.	.	.	-1.7%	-0.6%	17.4%	-2.2%	-0.6%	0.9%	1.1%	?
CO[C@H]1COC(=O)[C@H](C)NC(=O)[C@@H](C)COC(=O)[C@H]2CCCN2C(=O)C/C=C\[C@H]1C	.	.	.	0.0%[15.4 µM]	0.3%[11.5 µM]	.	.	-0.6%[11.5 µM]	.	1.1%[15.4 µM]	-1.8%[11.4 µM]
Cc1nc2c([nH]1)C1(CCN(Cc3ccccc3)CC1)C(C#N)=C(N)O2	?	?	?	-2.1%	-16.4%	10.3%	1.8%	-16.2%	1.7%	-0.9%	6.3%
CCOC(=O)N1CCN(C(=O)Cn2ncc3c2-c2ccccc2OC3)CC1	.	.	.	1.1%	-1.5%	-11.1%	-3.9%	-1.1%	.	-0.6%	-0.8%
O=C(Nc1nc2n(n1)C(c1ccc(Cl)cc1)CC(c1ccc(Cl)cc1)N2)c1ccco1 (stereo not drawn)	?	i	i	7.0%	-3.3%	-4.9%	-2.6%	-2.0%	41.2%[activator]	0.5%	3.3%
C(#CC1C=CC2OC(c3ccccc3)OCC2O1)c1ccccc1 (stereo not drawn)	.	.	.	-2.0%[15.4 µM]	1.4%[11.5 µM]	.	.	-1.3%[11.5 µM]	.	-1.0%[15.4 µM]	14.5%[11.4 µM]
CC1CN(C(=O)N(C)C)CCN1C(=O)N(C)C (stereo not drawn)	.	.	.	0.1%	0.2%	0.5%	0.0%	-6.3%	2.9%	0.5%	-1.1%

SMILES	Fluorescein fluor	A350 autofl	4-MU autofl	BRCT inh green	Caspase-7 inhib	Ub-GFP proteasome	GFP derepression	Casp1 inh	USP2a inhib	BRCT inh red	HEK293 cAMP cs
CCCC(=O)Nc1nnc(COC)s1	i	i	i	-2.2%	-1.4%	2.7%	1.6%	1.0%	-7.4%	0.5%	5.2%
Cn1c(SCC(=O)NC2CC2)nnc1C(F)(F)F	i	i	i	-1.6%	0.7%	3.9%	3.5%	2.2%	-9.6%	0.4%	5.7%
Cc1ccccc1-c1cncnc1NCc1ccccc1	i	i	i	2.2%	-3.9%	2.2%	0.0%[9.22 µM]	0.4%	8.5%	1.1%	?
CC(=O)Nc1ccc(S(=O)(=O)NCCSc2ccccn2)cc1	i	i	i	-2.5%	-1.6%	2.6%	0.0%	-0.4%	38.7%[activator]	0.8%	26.8%
COc1ccc(CCn2nnnc2C(c2ccccc2)N2CCN(C)CC2)cc1OC (stereo not drawn)	i	i	i	-0.2%	2.1%	1.9%	0.0%	-1.2%	.	1.2%	26.2%
O=c1[nH]c(CSc2nc3ccccc3o2)nc2c1cnn2-c1ccccc1	?	?	?	4.1%	6.2%	-3.9%	2.5%	1.3%	29.1%	1.7%	9.5%
CSc1nnc(-c2ccco2)c(-c2ccco2)n1	i	i	i	-11.1%	-9.3%	10.7%	2.0%	-11.5%	8.9%	-20.8%	-4.9%
Cc1noc(C)c1COC(=O)c1cccc(S(=O)(=O)N2c3ccccc3CC2C)c1 (stereo not drawn)	i	i	i	0.6%	0.1%	-2.9%	11.5%	-5.0%	-3.0%	0.4%	?
